# From PubChem
# Cneo AK release: Cryptococcus neoformans cell lysis inducers, primary screen, AK release luminescence, single concentration; 360,000 compounds, 0.2% hits; AID 651654, 2012; C. neoformans lysis, adenylate kinase release luminescence, 4 h; normalised: neutral wells 0, clomiphene wells 100; lysis activity, % at 15 µM;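 active = mean lysis activity across replicates of at least 80%, whatever share of replicates individually reach that level; inactive = mean lysis activity below 80%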
#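 Test system: log-phase Cryptococcus neoformans yeast cells. Input: 5 × 10^6 yeast cells/mL. Medium: fresh YPD growth medium. Doses: single dose. Incubation: static 4 h at 37 °C with compound, 1 h detection. Measured by: luminescent adenylate kinase detection reagent. Read-out: signal increase indicating cell lysis. Benchmarks: Clomiphene.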
# SIRT5 block: SIRT5 desuccinylase inhibitors, primary screen, biochemical, fluorescence imaging, single point, set 5; NAD-dependent protein deacylase sirtuin-5, mitochondrial (Homo sapiens), Q9NXA8; Purified SirT5, succinyl-peptide AMC, trypsin-coupled fluorescence; inhibition, % at 15 µM; 330,000 compounds, 1.1% hits; AID 652115, 2013; in the data active = inhibition above about 15%
# Target sequence (Q9NXA8 whole entry, looked up): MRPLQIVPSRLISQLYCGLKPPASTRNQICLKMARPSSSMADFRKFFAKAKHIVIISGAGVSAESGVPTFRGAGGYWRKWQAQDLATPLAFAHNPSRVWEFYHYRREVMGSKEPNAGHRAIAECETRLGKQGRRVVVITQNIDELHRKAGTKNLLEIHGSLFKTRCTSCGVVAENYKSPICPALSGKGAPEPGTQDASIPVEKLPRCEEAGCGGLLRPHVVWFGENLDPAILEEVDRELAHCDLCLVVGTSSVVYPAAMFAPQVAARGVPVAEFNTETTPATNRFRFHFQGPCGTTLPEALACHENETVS
# S100A4 inh HTS: inhibitors of S100A4-myosin IIA peptide binding, primary screen, biochemical, fluorescence polarization, TAMRA-MyoIIA peptide | Protein S100-A4 (Homo sapiens), P26447 | inhibition, % at 10.7 µM | 360,000 compounds, 0.14% hits | AID 652163, 2013;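 active = mean inhibition of at least 70% across replicates, with every replicate also reaching that level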
# Target sequence (P26447 whole entry, looked up): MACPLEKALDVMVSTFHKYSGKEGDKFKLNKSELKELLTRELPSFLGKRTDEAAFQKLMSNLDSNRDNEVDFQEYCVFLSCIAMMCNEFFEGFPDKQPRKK
#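 Material: S100A4 monomer (human). Medium: Calcium-containing HEPES buffer, pH 7.2. Probe or stimulus: labelled myosin peptide probe, 5 nM. Compound dosing: one concentration per compound. Timing: polarization read 5 min after assay mix addition, stable 5–60 min. Benchmarks: DMSO as neutral control, TFP as positive control.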
# XiGFP reactiv: activators of inactive X chromosome reactivation, primary screen, imaging, XiGFP fibroblasts, GFP high-content imaging, set 2; XiGFP mouse fibroblasts, % GFP-positive cells imaging, 3 d; cells co-treated with 5-aza-dC sensitizer; scaled so ellipticine positive control = 100%; 360,000 compounds, 0.055% hits; activation, % at 7.58 µM;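 active = mean normalized replicate activation at least 10% and every replicate at or above 10%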;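 also: 0% = median of on-plate neutral control wells and 100% = ellipticine 6 µM median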
#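 assay system = SV40-immortalized XiGFP fibroblast cells, line 68-5-11 | buffer or medium = DMEM plus 5-aza-dC sensitizer | doses = single-point pinned compound dosing | times = 3-day compound exposure, then 15 min fixation at room temperature | benchmarks = positive control ellipticine, 6 µM final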
# LGR2 antag: inhibitors of bursicon-induced LGR2 CRE-luciferase signal, primary screen, cell-based, HEK293, CRE-luciferase reporter, bursicon stimulation; Drosophila bursicon receptor LGR2 (rickets); 380,000 compounds, 0.35% hits; bursicon-stimulated, 4 h; inhibition, % at 9.99 µM;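 active = drop in luminescence signal, shown as inhibition above about 50% in the replicate tests, limit read from the data, passing the limit was not always enough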;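 also: agonist challenge used bursicon conditioned medium at about half maximal strength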
# ERAP1 HTS inh: human ERAP1 aminopeptidase inhibitors, primary screen, biochemical, single point, plate reader. recombinant ERAP1, Leu-AMC fluorescence, 60 min. Endoplasmic reticulum aminopeptidase 1 (Homo sapiens), Q9NZ08. inhibition, % at 10.7 µM. AID 652197, 2013. 340,000 compounds, 0.15% hits;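 active = mean replicate inhibition of at least 30%, or all replicates individually reaching that 30% level; inactive = mean below 30% and not every replicate reaching it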;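 also: 0% = neutral control wells and 100% = L-leucinethiol positive control wells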
# PGC1a acetyl inh: inhibitors of PGC1a acetylation signal, primary screen, cell-based, U2OS, AlphaScreen, inhibitor mode; AlphaScreen anti-acetyl-lysine; with virally co-expressed GCN5 acetyltransferase; AID 651687, 2012; 350,000 compounds, 0.17% hits; inhibition, % at 15.6 µM;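 active = every replicate shows inhibition of at least 40%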;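 also: 0% = neutral control wells and 100% = positive control wells; some results beyond the cut were filed as inactive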
# Statin myotox sup: suppressors of statin myotoxicity in C2C12 myotubes, primary screen, cell-based, single point, plate reader | 330,000 compounds, 0.78% hits | C2C12 myotubes + simvastatin, ATP luminescence, 48 h; scaled: DMSO 0, geranylgeraniol control 100 | rescue of ATP level, % at 7.49 µM;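 active = mean ATP rescue above about 67%, or every replicate alone reaching that limit, limit read from the data, passing the limit was not always enough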;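 also: myotubes were challenged with 10 µM simvastatin during compound exposure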
# Starred values were filed as active, the others as inactive; / = no result given.
cpd	canonical_smiles	PGC1a acetyl inh	Cneo AK release	XiGFP reactiv	Statin myotox sup	ERAP1 HTS inh	LGR2 antag	SIRT5 block	S100A4 inh HTS
1	N#C[C@@H]1[C@@H](c2ccc(-c3cccc(F)c3)cc2)[C@H](CO)N1S(=O)(=O)c1cccc(F)c1	7	2	-0.1	15	0	15	2	-7
2	Cc1ccc(S(=O)(=O)N2CC[C@@H]3[C@H]2c2cc(-c4ccc(C#N)cc4)ccc2N(C)[C@H]3CO)cc1	-9	-6	0.0	-6	-4	13	-7	8
3	Cn1c(O)c(N=NC(=O)Cc2c[nH]c3ccccc23)c2ccccc21	-1	/	0.1	4	-2	-39	-5	-6
4	COc1ccc(S(=O)(=O)N2CCC(C(=O)N3CCCCC3)CC2)cc1	/	1	0.3	-5	1	-8	/	-4
5	C=CCc1cc(Cl)ccc1OCCOCCNC(C)CC (stereo not drawn)	-11	2	0.2	-6	3	3	-1	-8
6	CC(C)CC#Cc1cnc2c(c1)C(=O)N([C@@H](C)CO)C[C@H](C)[C@H](CN(C)C(=O)c1cccc(F)c1)O2	3	-8	-0.7	16	-1	-3	3	-3
7	CC1CC(C)(C)CC2(C1)NC(=O)N(CC(=O)NC1CCCc3ccccc31)C2=O (stereo not drawn)	-2	-2	-0.1	/	2	-4	-5	0
8	C1CCN(CCC2CCCCN2)CC1 (stereo not drawn)	-11	2	0.0	16	-2	-10	3	-5
9	Nc1c(N(CCO)C(=O)C2CCCC2)c(=O)[nH]c(=O)n1Cc1ccccc1	1	-3	0.0	2	1	6	-1	-2
10	O=C(NNc1ccccn1)c1ccccc1CC[N+](=O)[O-]	3	-2	0.0	0	-1	0	-2	-4
11	CCN(CC(=O)Nc1ccc2c(c1)OCCO2)C(=O)CCc1ccc(OC)cc1	11	1	0.1	3	-2	-14	-3	-1
12	C[C@@H]1CN([C@@H](C)CO)C(=O)c2cc(NC(=O)Nc3ccccc3)ccc2O[C@@H](C)CCCCO[C@H]1CN(C)Cc1ccncc1	-12	1	0.6	/	-1	-4	/	-2
13	Nc1ncnc2c1nc(Sc1ccc(Cl)cc1)n2[C@@H]1O[C@@H]2COP(=O)(O)O[C@H]2[C@H]1O	-4	-1	-0.1	0	-3	-9	0	-4
14	Oc1cccc(/C=N/N2CCN(c3ccccn3)CC2)c1	-4	-1	-0.1	/	/	-58	3	0
15	CC(=O)c1cn(-c2ccc(Cl)cc2)c(=O)[nH]c1=O	-4	0	0.2	9	1	-1	4	-14
16	CCCC1(CCC)NC(=O)N(CC(=O)Nc2ccc(Cl)c(S(=O)(=O)N3CCOCC3)c2)C1=O	-13	0	0.1	-1	0	6	2	-5
17	CC(=O)c1cccc(OC(=O)Oc2cccc(C(C)=O)c2)c1	/	/	-0.1	/	1	-45	0	-1
18	C[C@H]1CN([C@@H](C)CO)C(=O)c2cc(-c3ccc(F)cc3)cnc2O[C@H]1CN(C)C(=O)NC1CCCC1	10	9	-0.4	45	2	-4	1	-4
19	S=C(Nc1ccccc1Oc1ccccc1)Nc1cccc(Cl)c1Cl	4	10	0.3	/	/	-26	/	/
20	COc1ccc(N2C(=O)c3ccccc3S2(=O)=O)cc1	0	-3	-0.2	7	-2	-20	-4	12
21	O=C(C[C@@H]1CC[C@H]2[C@@H](COC[C@H](O)CN2Cc2cccc(C(F)(F)F)c2)O1)NCc1ccc(F)cc1	-13	2	0.4	19	4	-12	10	1
22	CC(C)NC(=O)CC(=O)N/N=C/c1c(F)cccc1Cl	/	0	0.0	3	8	-14	1	-1
23	C/C(=N\NC(=O)Cc1ccc(Cl)cc1)c1cccc(NC(=O)c2cccnc2)c1	/	-7	-0.1	/	2	16	-2	1
24	CCOc1ccc(NC(=O)c2ccccc2SC)cc1	7	/	0.1	-7	/	-28	-4	-2
25	C/C=C/c1cnc2c(c1)C(=O)N([C@@H](C)CO)C[C@@H](C)[C@@H](CN(C)C(=O)C1CCOCC1)O2	2	9	0.1	-4	0	-7	7	-13
26	CN(Cc1ncc[nH]1)C(=O)CC1C(=O)NCCN1Cc1c(F)cccc1Cl (stereo not drawn)	-7	0	0.0	-1	-5	-5	-3	-24
27	C=CCNC(=O)N1CCCC(N2CCN(c3ccccc3OC)CC2)C1 (stereo not drawn)	/	0	0.0	11	-1	-7	-4	4
28	COc1ccc(C2CCCN2C(=O)Nc2ccc(C)c(C)c2)cc1OC (stereo not drawn)	-2	0	-0.1	18	-6	10	16*	-1
29	COc1cccc(NC(=O)c2ccccc2NC(=O)c2ccncc2)c1	0	-1	0.0	29	-1	5	6	-3
30	CCCNC(=O)C[C@H]1CC[C@@H]2[C@@H](COc3ccc(NS(=O)(=O)c4ccccc4C)cc3C(=O)N2C)O1	-3	-6	0.4	14	1	3	-10	-12
31	Cn1c(=O)c2cc(NC(=O)NCCc3cccs3)ccc2n1Cc1ccccc1	-2	-1	0.1	3	-7	4	-35	-3
32	Cc1ccccc1/C=C/c1cc[n+](C)cc1	-11	/	0.4	/	31*	-11	11	-3
33	Cc1cc(C)n(CC2CC(=O)N(c3ccc(Cl)cc3)C2=O)n1 (stereo not drawn)	7	/	0.2	22	6	10	1	1
34	CS(=O)(=O)c1nc(S(=O)(=O)c2ccc(Cl)cc2)c(N2CCC3(CC2)OCCO3)s1	-4	0	0.2	3	-4	14	-1	-16
35	CNc1cccnc1C=NNC(N)=S	2	/	0.0	/	8	28	-4	5
36	COc1cccc(N(CC(=O)NC2CCCC2)C(=O)CCC(=O)Nc2nccs2)c1	18	2	-0.1	18	0	-1	-4	0
37	COc1cccc(-c2cnc3c(c2)C(=O)N([C@H](C)CO)C[C@H](C)[C@@H](CN(C)CC2CCOCC2)O3)c1	1	0	0.1	21	-1	-3	-4	-1
38	C[C@H](CO)N1C[C@H](C)[C@@H](CN(C)C(=O)c2ccc3c(c2)OCO3)Oc2ncc(C#CCN(C)C)cc2C1=O	3	-2	-1.2	-1	3	4	-5	-1
39	COc1cc(/C=C(\C#N)C(=O)N2CCOCC2)ccc1OCc1ccccc1	/	/	0.1	/	-8	-33	-2	4
40	COc1cc(NC(=O)c2ccc([N+](=O)[O-])o2)ccc1NC(=O)c1cccs1	-39	-1	0.0	23	-2	18	0	3
41	OCc1cccc[n+]1CCc1ccccc1	5	1	0.6	/	1	4	-1	1
42	COc1ccc(-c2nc3ccccc3o2)cc1NC(=O)CSc1ccc(Cl)cc1	/	/	0.0	/	2	-6	-9	-2
43	CCOC(=O)C(Cc1c[nH]c2ccccc12)NC(=O)c1ccccc1Br (stereo not drawn)	-7	-3	-0.1	27	0	-44	6	0
44	CC(C)(C)OC(=O)N1CCC(NC(=O)c2nc[nH]c2C(=O)N2CCN(C(=O)OC(C)(C)C)CC2)CC1	/	1	-0.1	-4	1	5	0	2
45	C=C(C)C(=O)Nc1cccc(C2=NOC3(C2)C[C@@H](C(N)=O)N(C(=O)CCCCC)C3)c1 (stereo partly drawn)	/	/	0.0	/	1	4	/	-3
46	C[C@@H]1CN([C@H](C)CO)C(=O)c2cc(NS(=O)(=O)c3ccc(F)cc3)ccc2O[C@@H](C)CCCCO[C@@H]1CN(C)S(C)(=O)=O	7	-3	0.0	-34	1	-19	0	5
47	N#C/C(=C\c1cc(Cl)ccc1O)C(=O)NC1CCCCC1	-13	/	/	/	3	-1	1	-1
48	O=C(NNC(=O)c1cc(Cl)ccc1[N+](=O)[O-])c1csc(N2CCOCC2)n1	/	/	0.0	-8	-4	6	-4	-2
49	Cc1ccc(N2CC(C(=O)Nc3nnc(SCCC4OCCO4)s3)CC2=O)cc1C (stereo not drawn)	3	-2	-0.1	9	-2	-15	-3	-2
50	O=C(NCCN1CCOCC1)c1ccc2c(c1)N(Cc1ccc(F)cc1)C(=O)CS2	-7	-2	0.0	3	5	10	1	2
51	Cc1c(Cl)c([N+](=O)[O-])nn1CCCC(=O)NCCc1ccccc1	2	0	-0.3	-6	-1	-27	9	1
52	Cc1ccn(CCNC(=O)C2CCC(=O)N(Cc3ccc(Cl)cc3)C2)n1 (stereo not drawn)	-7	0	-0.1	0	-5	3	0	3
53	O=C(Nc1nc2ccccc2[nH]1)c1cccc([N+](=O)[O-])c1	8	/	-0.1	/	11	-57	3	6
54	C/C(CC(=O)Nc1cccc(C(F)(F)F)c1)=N\NC(=O)C1CCCCC1	/	/	0.0	/	1	-2	-4	-5
55	CCN(CC)c1ccc(C(=O)NNC(=O)c2ccc3c(=O)n4c(nc3c2)CCC4)cc1	7	-1	1.0	5	-3	-3	1	3

# Laid out differently: results already given
1. N#C[C@@H]1[C@@H](c2ccc(-c3cccc(F)c3)cc2)[C@H](CO)N1S(=O)(=O)c1cccc(F)c1
2. Cc1ccc(S(=O)(=O)N2CC[C@@H]3[C@H]2c2cc(-c4ccc(C#N)cc4)ccc2N(C)[C@H]3CO)cc1
3. Cn1c(O)c(N=NC(=O)Cc2c[nH]c3ccccc23)c2ccccc21
4. COc1ccc(S(=O)(=O)N2CCC(C(=O)N3CCCCC3)CC2)cc1
5. C=CCc1cc(Cl)ccc1OCCOCCNC(C)CC (stereo not drawn)
6. CC(C)CC#Cc1cnc2c(c1)C(=O)N([C@@H](C)CO)C[C@H](C)[C@H](CN(C)C(=O)c1cccc(F)c1)O2
7. CC1CC(C)(C)CC2(C1)NC(=O)N(CC(=O)NC1CCCc3ccccc31)C2=O (stereo not drawn)
8. C1CCN(CCC2CCCCN2)CC1 (stereo not drawn)
9. Nc1c(N(CCO)C(=O)C2CCCC2)c(=O)[nH]c(=O)n1Cc1ccccc1
10. O=C(NNc1ccccn1)c1ccccc1CC[N+](=O)[O-]
screen / no. | 1 | 2 | 3 | 4 | 5 | 6 | 7 | 8 | 9 | 10
PGC1a acetyl inh | 7 | -9 | -1 | / | -11 | 3 | -2 | -11 | 1 | 3
Cneo AK release | 2 | -6 | / | 1 | 2 | -8 | -2 | 2 | -3 | -2
XiGFP reactiv | -0.1 | 0.0 | 0.1 | 0.3 | 0.2 | -0.7 | -0.1 | 0.0 | 0.0 | 0.0
Statin myotox sup | 15 | -6 | 4 | -5 | -6 | 16 | / | 16 | 2 | 0
ERAP1 HTS inh | 0 | -4 | -2 | 1 | 3 | -1 | 2 | -2 | 1 | -1
LGR2 antag | 15 | 13 | -39 | -8 | 3 | -3 | -4 | -10 | 6 | 0
SIRT5 block | 2 | -7 | -5 | / | -1 | 3 | -5 | 3 | -1 | -2
S100A4 inh HTS | -7 | 8 | -6 | -4 | -8 | -3 | 0 | -5 | -2 | -4

11. CCN(CC(=O)Nc1ccc2c(c1)OCCO2)C(=O)CCc1ccc(OC)cc1
screen / no. | 11
PGC1a acetyl inh | 11
Cneo AK release | 1
XiGFP reactiv | 0.1
Statin myotox sup | 3
ERAP1 HTS inh | -2
LGR2 antag | -14
SIRT5 block | -3
S100A4 inh HTS | -1

# The list is partial, so the mix of outcomes need not match the whole.
